Source: PubChem BioAssay
core dimer inh = inhibitors of HCV core protein dimerization, primary screen, biochemical, TR-FRET, high-throughput; TR-FRET GST/Flag-core106 dimerization, 1536-well; inhibition, % at 5 µM; 0.33% of 300,000 active; AID 1899, 2009;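 active = inhibition above the mean of all tested compounds plus 3 SD, set per screening campaign, cut at about 45% in these data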
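System: GST-tagged and Flag-tagged HCV core protein residues 1-106 / Input: core106 proteins, GST 13.5 nM and Flag 17 nM / Buffer or medium: KF-containing HEPES buffer, pH 7.45, DTT, CHAPS, BSA / Probe or stimulus: Eu-anti-GST and XL665-anti-Flag labelled anti-tag antibodies / Schedule: 4 h, 22.5 °C incubation / Technique: TR-FRET 671 and 617 nm emission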
PP5 primary = PP5 phosphatase inhibitors, primary screen, biochemical, fluorescence; purified PP5c, OMFP substrate fluorescence; inhibition, % at 6.7 µM; 0.18% of 320,000 active;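 active = inhibition above the campaign's mean inhibition across all tested compounds plus 3 SD, cut at about 9.5% in these data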;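 also: 0% = DMSO only and 100% = 100 µM cantharidin control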
GASC-1 inh = inhibitors of GASC-1 histone demethylase, primary screen, biochemical, fluorescence, DELFIA europium; GST-JMJD2C(1-420) H3K9me3 demethylation; inhibition, % at 2.35 µM; 0.069% of 330,000 active; AID 2099, 2009;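 active = more than half of a compound's replicate wells show inhibition beyond 50%, single wells judged on their own value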;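 also: signal counts dimethyl H3K9 product captured on neutravidin plate; 0% = median of DMSO wells and 100% = 0.3 times that DMSO median; strong numbers were not always called active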
Target sequence (Q9H3R0 1-420 limits assumed): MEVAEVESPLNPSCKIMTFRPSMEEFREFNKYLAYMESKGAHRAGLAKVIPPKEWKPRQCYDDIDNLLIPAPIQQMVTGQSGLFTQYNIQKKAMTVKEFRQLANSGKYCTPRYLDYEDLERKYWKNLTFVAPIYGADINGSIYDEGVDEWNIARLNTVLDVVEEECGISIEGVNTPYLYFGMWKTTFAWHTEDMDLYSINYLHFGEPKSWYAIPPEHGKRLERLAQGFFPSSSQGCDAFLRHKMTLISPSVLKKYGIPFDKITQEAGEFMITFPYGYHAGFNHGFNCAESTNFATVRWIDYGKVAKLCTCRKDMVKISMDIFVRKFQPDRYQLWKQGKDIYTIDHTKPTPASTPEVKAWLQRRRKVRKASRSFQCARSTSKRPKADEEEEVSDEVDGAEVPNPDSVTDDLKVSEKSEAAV
procasp7 counter = procaspase-7 activators, primary screen, counter-screen for procaspase-3 activator project, biochemical, absorbance, HTS, human; recombinant procaspase-7, Ac-DEVD-pNA absorbance 405 nm; D23A/D198A/D206A triple mutant, cannot self-cleave; scale: DMSO 0, 5 µM enzyme 100; activation, % at 8.5 µM; 0.093% of 330,000 active; AID 463210, 2010;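 active = percent activation above the screen-wide mean plus 3 SD, cut at about 25% in these data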
Target sequence (P55210 whole entry D23A/D198A/D206A): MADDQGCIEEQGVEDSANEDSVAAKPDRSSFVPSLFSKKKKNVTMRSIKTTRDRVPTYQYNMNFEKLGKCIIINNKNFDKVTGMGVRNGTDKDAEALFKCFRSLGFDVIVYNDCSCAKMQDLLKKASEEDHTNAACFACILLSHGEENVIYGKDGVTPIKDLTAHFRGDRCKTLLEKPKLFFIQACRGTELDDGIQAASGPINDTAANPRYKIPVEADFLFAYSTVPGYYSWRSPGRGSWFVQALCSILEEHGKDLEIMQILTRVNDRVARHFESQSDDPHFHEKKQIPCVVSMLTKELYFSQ
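Replicates: singlicate. Assay system: Procaspase-7 triple mutant (PC-7 D3A). Signal: 405 nm absorbance of p-nitroaniline. Times: 1 h preincubation, 2 h reaction. Buffer or medium: Zinc-free HEPES pH 7.4 with 300 mM NaCl, 0.01% Triton X-100. Also added: DEVD-pNA substrate. Benchmarks: DMSO wells as 0%, DMSO with 5 µM added PC-7 as 100%.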
proCasp3 act = activators of human procaspase-3 D3A mutant, primary screen, biochemical, absorbance, PC-3 D3A mutant, single concentration; Caspase-3 (Homo sapiens), P42574; recombinant procaspase-3 D3A, Ac-DEVD-pNA absorbance 405 nm; activation, % at 8.5 µM; 0.11% of 330,000 active; AID 463141, 2010;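 active = activation above the mean of all tested compounds plus 3 SD, cut at about 21% in these data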;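 also: 0% = DMSO alone and 100% = DMSO wells spiked with extra 5 µM PC-3 D3A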
Target sequence (P42574 whole entry D9A/D28A/D175A): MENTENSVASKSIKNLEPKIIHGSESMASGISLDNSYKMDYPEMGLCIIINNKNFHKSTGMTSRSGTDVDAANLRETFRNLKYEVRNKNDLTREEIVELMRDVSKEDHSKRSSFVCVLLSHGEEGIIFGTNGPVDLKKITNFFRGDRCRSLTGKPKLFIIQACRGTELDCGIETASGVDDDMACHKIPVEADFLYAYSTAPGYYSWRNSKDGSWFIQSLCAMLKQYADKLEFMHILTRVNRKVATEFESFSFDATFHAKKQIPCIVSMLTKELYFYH
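assay system = Procaspase-3 D3A mutant | signal = absorbance at 405 nm, 0 and 120 min | times = 1 h preincubation plus 2 h reaction at 25 °C | repeats = single replicate | read-out = % activation between DMSO and enzyme-spiked controls | medium = Zinc-free HEPES saline buffer with Triton X-100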
CTSL1 counter = Fasciola hepatica cathepsin L1 inhibitors, primary screen, counter-screen for PFM18AAP inhibitor project, biochemical, QFRET, fluorogenic peptide substrate; recombinant F. hepatica cathepsin L1, Z-Leu-Arg-MCA fluorescence; inhibition, % at 5.96 µM; 0.49% of 300,000 active; AID 1906, 2009;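 active = inhibition above the mean of all tested compounds plus 3 SD, set per screening campaign, cut at about 17% in these data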;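 also: 0% = plate median of test compound wells and 100% = 1 µM Z-Phe-Ala-diazomethylketone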
Efflux pump mplx = inhibitors of Candida efflux pumps in yeast, primary screen, S. cerevisiae, Nile Red, multiplex. S. cerevisiae Candida pump triplex. inhibition, % at 10 µM. 0.44% of 330,000 active. AID 485275, 2010;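 active = plate passing quality check with inhibition over a set limit, or well fluorescence over plate mean plus 4 SD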;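 also: Nile Red retained in pooled yeast measured as flow cytometry median fluorescence; 0% = buffer negative control and 100% = Enniatin B positive control; higher means more Nile Red kept so more efflux inhibition; some compounds called inactive have numbers as strong as hits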
TPT1 inh = Candida albicans TPT1 enzyme inhibitors, primary screen, biochemical, fluorescence polarization. inhibition, % at 5 µM. AID 1962, 2009. 0.81% of 300,000 active. tRNA 2'-phosphotransferase TPT1 (Candida albicans SC5314). recombinant caTPT1, FP RNA substrate dephosphorylation;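 active = inhibition above the mean of all tested compounds plus 3 SD, set per screening campaign, cut at about 24% in these data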;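 also: plate controls were DMSO alone for no effect and ferristatin control at 100 nM for full effect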
PP1 inh = PP1-alpha phosphatase inhibitors, primary screen, counter-screen for PP5 inhibitor project, biochemical, fluorescence, OMFP substrate, single point | Serine/threonine-protein phosphatase PP1-alpha catalytic subunit (Homo sapiens), P62136 | inhibition, % at 6.7 µM | 0.9% of 320,000 active | purified PP1alpha;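 active = inhibition above the mean inhibition of all tested compounds plus 3 SD, computed separately for each screening campaign, cut at about 15% in these data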
An asterisk follows results filed as active; x = not tested or not shown; & = joins results of further samples.

Start of the data: the first two compounds, ahead of the listing:
SMILES | core dimer inh | PP5 primary | GASC-1 inh | procasp7 counter | proCasp3 act | CTSL1 counter | Efflux pump mplx | TPT1 inh | PP1 inh
Cc1ccc2sc(N3CCN(C(=O)C4=COCCO4)CC3)nc2c1C | 0 | 1.6 | -30 | 9 | 14 | 0 | -0.1 | -3 | -2
Cc1ccc(Cn2nc(C)c(NC(=O)CSc3nc4c(c(C(F)(F)F)n3)CCc3ccccc3-4)c2C)cc1 | 2 | 0.4 | -5 | 5 | -4 | -2 | 0.5 | 3 | -1

The whole of this part, repeating the preview:
SMILES | core dimer inh | PP5 primary | GASC-1 inh | procasp7 counter | proCasp3 act | CTSL1 counter | Efflux pump mplx | TPT1 inh | PP1 inh
Cc1ccc2sc(N3CCN(C(=O)C4=COCCO4)CC3)nc2c1C | 0 | 1.6 | -30 | 9 | 14 | 0 | -0.1 | -3 | -2
Cc1ccc(Cn2nc(C)c(NC(=O)CSc3nc4c(c(C(F)(F)F)n3)CCc3ccccc3-4)c2C)cc1 | 2 | 0.4 | -5 | 5 | -4 | -2 | 0.5 | 3 | -1
Cc1ccnc(NCn2nnc3ccccc32)c1 | -3 | -0.7 | -2 | -4 | 13 | 3 | 0.0 | 2 | -5
COCCNc1nnc(Cc2ccc(Cl)cc2)c(=O)[nH]1 | -1 | 0.3 | 6 | 1 | -2 | -1 | -0.1 | -2 | -2
O=C(Nc1nnc(-c2cccs2)o1)c1cccc(Oc2ccccc2)c1 | 24 | -0.8 | 7 | 10 | 3 | 4 | 0.1 | 0 | 29*
N#CC(C#N)=C(N)CSc1cccc[n+]1[O-] | 1 | 0.0 | -2 | -15 | -11 | 1 | 0.6 | -14 | -1
CCOc1ccccc1NC(=O)COC(=O)COc1c(Cl)cc(Cl)c2ccc(C)nc12 | 3 | -1.2 | 5 | 6 | -2 | -6 | -0.1 | -2 | -3
Cc1ccc2nc(SCC(=O)N3CCN(c4ccccc4)CC3)[nH]c2c1 | 3 | -0.5 | -3 | -1 | 1 | -2 | 0.0 | -4 | -5
O=C(Nc1nc(-c2cccs2)cs1)c1cccc(S(=O)(=O)N2CCCCC2)c1 | 19 | 2.8 | 2&3 | 5 | 3 | -20 | 0.0 | -3 | 4
CCN1CCc2c(OCC(=O)Nc3ccc(C)cc3)cccc2C1=O | -4 | 0.1 | -3 | 1 | 2 | -6 | -2.0 | -8 | -2
Cc1nc2ccc(NC(=O)N3CCSCC3)cc2s1 | 2 | -0.2 | 9 | 4 | -2 | 5 | 0.0 | -3 | 0
CCc1cccc(C)c1NC(=O)C1CC(=O)N(C2CCCC2)C1 (stereo unspecified) | x | 0.7 | -27 | -3 | 5 | x | 0.0 | x | -2
CN1CCN(c2nc3ccccn3c(=O)c2/C=C(\C#N)S(=O)(=O)c2ccc(Cl)cc2)CC1 | -5 | 2.3 | 90* | -4 | -7 | 3 | 0.1 | 1 | -6
Cc1ccccc1S(=O)(=O)Cc1ccc(C(=O)NC2CCCC2)o1 | -8 | -0.1 | 1 | 6 | 8 | -4 | 0.0 | -1 | -2
FC(F)(F)c1cnc(N2CCCN(C(=S)Nc3ccccc3)CC2)c(Cl)c1 | 3 | 5.8 | 10 | -4 | -1 | -1 | 0.1 | -2 | 3
O=S(=O)(c1cc(F)ccc1F)N1CCN(C2CCCCC2)CC1 | -2 | -0.2 | 13 | 2 | 4 | 2 | -0.2 | 0 | -2
CCOC(=O)Nc1nnc(Cc2ccc(Cl)c(Cl)c2)s1 | 6 | 0.9 | -5 | 7 | -6 | -2 | -0.1 | -2 | -1
C[C@@H]1[C@H](O)C[C@@]23COC(=O)C2=CCC[C@@H]3[C@@]1(C)CC/C(=C/CO)CO | -6 | 2.6 | -7 | -10 | 5 | -4 | 0.1 | 0 | 2
COc1ccc(-n2c(C)csc2=S)cc1 | -6 | 1.5 | -2 | -1 | 1 | 2 | 0.3 | -4 | -5
COc1ccc(S(=O)(=O)NCCc2ccccc2)c2cccnc12 | -3 | 3.0 | 3 | 10 | 11 | 5 | -0.1 | -5 | -3
COc1ccc(OC)c(NC(=O)c2cccc(NC(=O)c3ccccc3)c2)c1 | -5 | 5.4 | 27 | 1 | 12 | -2 | 0.0 | -2 | 0
O=C(O)CN1C(=O)C(=O)N(Cc2ccc(Cl)c(Cl)c2)C1=O | 10 | -1.7 | -1 | -2 | -3 | 6 | 0.0 | 1 | -1
COC(=O)c1ccc(OCC(O)CN(CCO)CC(O)Cn2ccc3ccccc32)cc1 (stereo unspecified) | -4 | 2.8 | 4 | 5 | 7 | 1 | 0.0 | 0 | 0
CCOC(=O)N1CCN(C(=O)c2ccc(N(Cc3ccccc3Cl)S(C)(=O)=O)cc2)CC1 | -7 | 0.5 | -13 | 12 | 4 | 1 | 0.0 | 0 | 0
Cc1cc(S(=O)(=O)N2CCOCC2)ccc1OCC(=O)NCCCn1ccnc1 | -4 | -1.6 | 3 | 6 | -8 | 1 | 0.4 | 2 | 0
COc1ccc(Cl)cc1NC(=O)Cn1nnc(C(=O)NCCc2ccc(OC)c(OC)c2)c1N | 3 | 1.4 | 0 | 5 | 3 | 2 | -0.1 | 0 | -6
Cc1ccc(S(=O)(=O)N2CCOCC2)cc1C(=O)OC1CCCCC1=O (stereo unspecified) | 10 | -0.5 | 2 | 5 | -4 | -3 | 0.0 | 0 | 3
CC(=O)Nc1ccc(NC(=O)c2c([N+](=O)[O-])c(C(C)(C)C)nn2C)cc1 | -4 | 1.0 | 14 | -4 | -4 | -1 | 0.0 | -2 | 8
O=C(/C=C/c1c(F)cccc1Cl)Nc1ccncc1 | 1 | 0.0 | 2 | 3 | 7 | -1 | -0.1 | 0 | -2
COc1ccc(N2CCN(C(=O)CCc3nnc4ccc(N5CCCC5)nn34)CC2)cc1 | -2 | 1.5 | 32 | -11 | -3 | -1 | 0.2 | 0 | 1
COc1ccc(OC)c(NC(=O)c2ccc3c(=O)n(CCc4ccccc4)c(=S)[nH]c3c2)c1 | 14 | 0.3 | 15 | 2 | 4 | -2 | -0.3 | -2 | 2
COC(=O)c1c(C)cc(OC(C)=O)c(C)c1OC(C)=O | 0 | -1.5 | -4 | 1 | -6 | -7 | 0.0 | 1 | 4
Cc1c(Cl)cccc1N=Cc1ccc([N+](=O)[O-])s1 | -8 | 4.2 | -7 | -9 | -9 | 11 | 0.0 | -1 | 0
COC(=O)c1ccc(CN2C(=O)NC3(CCCc4ccccc43)C2=O)o1 (stereo unspecified) | -8 | -1.9 | -11 | 1 | 3 | -6 | 0.0 | -1 | -5
Cc1ccc(C(=O)COC(=O)c2ccc(Br)o2)cc1C | 5 | 2.1 | -4 | 5 | 2 | -6 | 0.1 | -2 | 0
CN1CCN(c2ccc([N+](=O)[O-])c(-n3nc(-c4ccccc4)c4ccccc4c3=O)c2)CC1 | 8 | 3.2 | -14 | 2 | -12 | -3 | 0.1 | 1 | 2
Cc1ccccc1OCC(=O)NC(=S)Nc1ccc(S(=O)(=O)NC2CCCCC2)cc1 | 28 | -2.8 | 3 | -9 | -11 | 5 | -0.1 | -1 | 5
Cc1ccccc1OCC(=O)Nc1sc2c(c1C#N)CCC2 | 2 | 7.2 | 12 | -3 | 9 | 1 | 0.1 | 0 | -2
Cc1ccccc1C(=O)OC1OC(=O)C(Cl)=C1Nc1ccc(C(=O)O)cc1 (stereo unspecified) | -2 | 1.6 | 1 | -7 | 1 | -4 | -0.3 | -2 | -3
O=C(O)C1[C@H]2C(=O)N(C3CCCC3)C[C@]23C=C[C@H]1O3 (stereo partly specified) | -3 | 2.8 | -3 | -4 | 2 | 2 | -0.1 | -5 | -2
CC[C@@]12C(=O)N(c3cccc(Br)c3)C(=O)N1[C@H](c1ccc(Cl)cc1)[C@@H]1C(=O)N(C3CCCCC3)C(=O)[C@@H]12 | 17 | 7.5 | 5 | -2 | 9 | 0 | 0.0 | 0 | 9
CN=C1S/C(=C\c2ccc(Cl)cc2)C(=O)N1C | -5 | 1.9 | 12 | 0 | 2 | 0 | -0.1 | 2 | 4
CN(CC(=O)Nc1cccc(S(=O)(=O)NC2=NCCC2)c1)Cc1ccccc1Cl | x | 4.2 | 1 | -5 | 10 | x | 0.1 | x | -2
O=C(c1cccc(C(=O)N2CCN(Cc3ccccc3)CC2)c1)N1CCN(Cc2ccccc2)CC1 | 3 | 3.6 | 1 | -2 | -8 | 2 | 0.2 | -4 | 3
Cc1cccc2sc(NC(=O)CCn3cccc3)nc12 | 5 | 2.2 | 11 | 4 | 2 | 0 | -0.1 | 1 | -1
CCOC(=O)C1=C(C)NC(=O)NC1c1cccc(OC)c1OCc1ccccc1Cl (stereo unspecified) | 1 | 5.5 | 1 | 6 | 7 | -3 | 0.1 | 2 | -7
COc1ccc(-c2cc(C(=O)N3CCCCCC3)no2)cc1OC | -3 | 3.7 | 2 | -4 | 1 | -1 | 0.1 | 0 | -3
Cc1cnc(C(=O)Nc2cccc(-c3nnc4n3CCCCC4)c2)cn1 | -1 | 0.7 | 4 | 9 | -5 | -2 | 0.0 | -4 | -1
COc1ccc(C2=NN(C(=O)CN3CCCC3)C(c3ccc(OC)cc3)C2)cc1 (stereo unspecified) | 1 | -0.6 | 25 | 3 | 1 | 3 | 0.0 | -2 | 0
CCCCCCSc1nnc(N)s1 | 5 | 1.3 | 4 | -4 | -1 | 5 | 0.0 | -1 | 1
CSc1nc(C)cc(C)c1C#N | 2 | -1.5 | 1 | 1 | -9 | 2 | -0.3 | -3 | 1
CC(C)CC(=O)Nc1ccc(C(=O)COc2ccc(-c3nnco3)cc2)cc1 | 33 | 0.9 | 25 | -5 | -3 | -4 | 0.2 | 6 | -4
CCC1(C)Cc2c(sc3nc(SC)[nH]c(=O)c23)CO1 (stereo unspecified) | 0 | -0.8 | 7 | 2 | -10 | 1 | -0.1 | -3 | -5
CCN(CC)S(=O)(=O)c1ccc2[nH]c(=O)cc(C(=O)Nc3ccc(C)c(S(=O)(=O)N(CC)CC)c3)c2c1 | 2 | 4.1 | 4 | 0 | 1 | -1 | -0.3 | 2 | 5
CN(C)c1ccc(-c2nc3n(n2)C(c2cccnc2)C2=C(CC(C)(C)CC2=O)N3)cc1 (stereo unspecified) | -8 | 0.1 | -4 | 9 | 5 | 3 | -0.1 | 0 | 1
